PfG6PD inh: PfG6PD (Plasmodium falciparum) enzyme inhibition | PfGluPho enzyme, NADPH resazurin-diaphorase fluorescence | inhibition, % at 20 µM | hit rate 0.78% among 350,000 | AID 504690;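 active = inhibition reaching at least a set limit at 20 µM in the primary screen, cut at about 59% in these data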;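 note: 0% = DMSO wells with substrate and 100% = DMSO wells lacking glucose-6-phosphate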
A3A deaminase: blocks human APOBEC3A ssDNA deamination. inhibition, % at 20 µM. AID 493011. P31941. recombinant A3A, FAM/TAMRA ssDNA deamination fluorescence. hit rate 0.41% among 330,000;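 active = at least 40% inhibition at 20 µM here, with at most 30% in a related deaminase screen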;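 note: plate controls were A3A with DMSO for no effect and wells lacking A3A enzyme for full effect; some results filed as inactive read as strong as hits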
hIAP block: blocks human intestinal alkaline phosphatase; P09923; purified IAP, CDP-Star luminescence, 30 min; inhibition, % at 10 µM; hit rate 0.12% among 330,000; AID 2544;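 active = inhibition reaching a set limit with compound at 10 µM in the primary screen, cut at about 35% in these data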;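 note: plate controls were DMSO wells with enzyme for no effect and no-enzyme buffer wells for full effect; values of inactives mirror those of a sister screen read the other way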
hIAP activ: increases human intestinal alkaline phosphatase activity; activation factor at 10 µM; P09923; purified human IAP, CDP-Star luminescence, 30 min; active compounds read high; 1 = vehicle-only enzyme, 0 = enzyme-free background; hit rate 0.16% among 330,000;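 active = activation factor of the enzyme at least 2-fold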; note: the source names both 10 and 20 µM as test concentration; values of inactives mirror those of a sister screen read the other way
ATG4B inh: inhibitors of human ATG4B cysteine protease; ATG4B cleavage of LC3-PLA2, NBD-HPC fluorescence, 1 h; inhibition, % at 8.33 µM; hit rate 0.51% among 340,000; AID 504462; in the data active = inhibition above about 40%
mIAP activ: mouse IAP activation; activation factor at 10 µM; muIAP, CDP-Star luminescence, 30 min; active compounds read high; 1 = vehicle-only enzyme signal, 0 = enzyme-free wells; hit rate 0.24% among 330,000;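 active = activation factor of at least 2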; note: the source names both 10 and 20 µM as test concentration; values of inactives mirror those of a sister screen read the other way
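also added = chemiluminescent substrate CDP-Star | test system = mouse IAP enzyme | signal = chemiluminescence readout | compound = DMSO-dissolved test compounds | incubation = 30 min at room temperature | benchmarks = DMSO wells, no-enzyme wells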
mIAP block: mouse IAP inhibition; purified mouse IAP, CDP-Star luminescence, 30 min; inhibition, % at 10 µM; hit rate 0.2% among 330,000;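 active = inhibition of at least 40% at 10 µM in the primary screen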;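 note: plate controls were DMSO with enzyme for no effect and no enzyme wells for full effect; values of inactives mirror those of a sister screen read the other way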
HKDC1 inh: HKDC1 (human) hexokinase inhibition; hit rate 0.16% among 340,000; AID 493160; Q2TB90; inhibition, % at 20 µM; recombinant HKDC1, G6PDH/diaphorase resazurin coupled fluorescence;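 active = inhibition above about 35% when tested at 20 µM, limit read from the data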;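 note: plate controls were DMSO wells with enzyme for no effect and DMSO wells lacking enzyme for full effect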
Target sequence (Q2TB90 whole entry, looked up): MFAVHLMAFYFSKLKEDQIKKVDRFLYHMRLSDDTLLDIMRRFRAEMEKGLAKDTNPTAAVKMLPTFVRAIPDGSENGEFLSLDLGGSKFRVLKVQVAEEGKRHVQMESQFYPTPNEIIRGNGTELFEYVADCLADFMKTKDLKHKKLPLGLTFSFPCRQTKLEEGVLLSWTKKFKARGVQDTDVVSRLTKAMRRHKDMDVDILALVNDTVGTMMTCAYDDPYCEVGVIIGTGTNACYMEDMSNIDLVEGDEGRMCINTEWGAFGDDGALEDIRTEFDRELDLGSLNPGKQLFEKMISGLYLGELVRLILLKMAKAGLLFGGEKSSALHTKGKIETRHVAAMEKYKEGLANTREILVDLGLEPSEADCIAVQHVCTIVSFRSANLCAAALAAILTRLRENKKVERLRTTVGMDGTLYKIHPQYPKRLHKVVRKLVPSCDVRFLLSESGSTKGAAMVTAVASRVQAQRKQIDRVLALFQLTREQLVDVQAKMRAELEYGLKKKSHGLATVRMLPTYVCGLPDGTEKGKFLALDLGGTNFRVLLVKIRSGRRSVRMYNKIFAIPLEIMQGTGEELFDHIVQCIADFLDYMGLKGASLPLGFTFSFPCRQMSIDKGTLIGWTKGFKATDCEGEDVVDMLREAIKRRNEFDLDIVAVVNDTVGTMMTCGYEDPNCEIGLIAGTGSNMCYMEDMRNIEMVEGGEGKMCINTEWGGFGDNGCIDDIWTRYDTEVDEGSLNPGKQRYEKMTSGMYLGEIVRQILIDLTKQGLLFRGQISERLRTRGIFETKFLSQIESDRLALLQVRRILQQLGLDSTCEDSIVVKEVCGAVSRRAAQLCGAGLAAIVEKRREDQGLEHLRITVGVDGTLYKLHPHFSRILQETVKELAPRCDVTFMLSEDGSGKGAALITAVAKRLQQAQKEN
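Test system: recombinant HKDC1 (HK5) hexokinase enzyme, produced in-house / Doses: 20 µM test compound, 1% DMSO / Timing: 90 min, room temperature / Detection: G6PDH/diaphorase-coupled fluorescence, 1 mM NADP, 100 µM resazurin, 525/613 nm / Control set: DMSO wells with and without enzyme mix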
Active calls of the source: *. An unsorted share of the library. About 2.4% of those tested had a hit in this group.

1	O=S(=O)(c1ccccc1F)N1CCN(CC(O)c2ccccc2)CC1 (stereo not given)
2	C/C(=N\Nc1cc(N2CCOCC2)nc(C)n1)c1cccc([N+](=O)[O-])c1
3	O=C(O)C1=C[C@@H](C2CCCCC2)C[C@@H](OCc2ccc(CO)cc2)O1
4	COc1cc2cc(CN(Cc3nnnn3Cc3ccco3)C3CCCCC3)c(=O)[nH]c2cc1OC
5	COc1ccc(Cc2n[nH]c(=S)n2NC(=O)Nc2ccc(C)cc2)cc1
6	COCCN(C(=O)COC(=O)c1ccc(Cl)nc1)c1c(N)n(Cc2ccccc2)c(=O)[nH]c1=O
7	O=C(O)c1c(Cl)c(Cl)c(Cl)c(Cl)c1C(=O)N1CCOCC1
8	CC(=O)c1ccc(-n2ccc(=O)cc2)cc1

assay / entry,1,2,3,4,5,6,7,8
PfG6PD inh,-4,3,-23,36,16,-6,-10,-1
A3A deaminase,6,4,-1,12,1,5,-2,-1
hIAP block,-1,18,-2,-5,4,12,-1,3
hIAP activ,1,0.82,1,1,0.96,0.88,1,0.97
ATG4B inh,-7,-2,-7,-6,1,-7,-2,-1
mIAP activ,0.98,0.91,1,0.8,1.1,1,0.96,1
mIAP block,2,9,-5,20,-5,-3,4,-2
HKDC1 inh,-4,10,0,10,7,-2,-6,-3

9	Cc1ccc(-c2ccc(C(=O)NCCCNC(=O)c3cnccn3)o2)cc1Cl
10	O=C(CCCc1ccccc1)Nc1ccccc1C(F)(F)F
11	O=C(Oc1cccc2cccnc12)c1cccc(N2C(=O)C3C4CCC(C4)C3C2=O)c1 (stereo not given)
12	O=C(Nc1c(Cl)cccc1Cl)C1CCN(C(=O)c2cccs2)CC1
13	Cc1nc(N)sc1-c1csc(Nc2ccc(S(N)(=O)=O)cc2)n1
14	O=C(OCC(=O)N(C1CCCCC1)C1CCCCC1)c1cnccn1
15	CSc1cccc(NC(=O)c2ccco2)c1
16	O=C(CN1CCN(Cc2ccccc2)CC1)NCCc1ccccc1

assay / entry,9,10,11,12,13,14,15,16
PfG6PD inh,-7,5,5,-15,45,3,-17,12
A3A deaminase,-2,1,2,-3,1,4,-8,-6
hIAP block,10,-10,-25,2,-10,-9,-18,-31
hIAP activ,0.9,1.1,1.3,0.98,1.1,1.1,1.2,1.3
ATG4B inh,17,5,-10,3,-8,-6,-9,-7
mIAP activ,0.98,1.1,0.98,1,0.33,0.98,0.99,0.93
mIAP block,2,-7,2,0,67*,2,1,7
HKDC1 inh,6,-5,1,-5,-3,-1,-10,-5

In a second layout: entries from further up
Values run as follows: PfG6PD inh, A3A deaminase, hIAP block, hIAP activ, ATG4B inh, mIAP activ, mIAP block, HKDC1 inh
[14] O=C(OCC(=O)N(C1CCCCC1)C1CCCCC1)c1cnccn1
 : 3, 4, -9, 1.1, -6, 0.98, 2, -1
[15] CSc1cccc(NC(=O)c2ccco2)c1
 : -17, -8, -18, 1.2, -9, 0.99, 1, -10
[16] O=C(CN1CCN(Cc2ccccc2)CC1)NCCc1ccccc1
 : 12, -6, -31, 1.3, -7, 0.93, 7, -5

Later entries.
17	O=C(CSc1n[nH]c(=O)[nH]c1=O)Nc1c(Cl)cc(Cl)cc1Cl
18	COc1ccccc1S(=O)(=O)Cc1ccc(C(=O)NCCN2CCCCCC2)o1
19	COC(=O)c1cc(OC)c(OC)cc1NC(=S)N1CCCC(CO)C1 (stereo not given)
20	CC1(C)COC(c2cccc(C3=NC(C)(C)CO3)n2)=N1
21	CC1CN(Cc2cn(C)nc2-c2ccc(Oc3ccccc3)cc2)CCN1C (stereo not given)
22	CC(=O)Nc1cccc(OCCCNS(=O)(=O)c2ccc(C#N)cc2)c1
23	O=C(NC(=S)NCc1cccnc1)c1ccccc1
24	Cc1ccc(-c2nnn(CC(=O)N(c3cnc4ccccc4c3)C(C(=O)NC3CCCC3)c3ccncc3)n2)o1 (stereo not given)

assay / entry,17,18,19,20,21,22,23,24
PfG6PD inh,-5,-7,5,0,-10,-8,-5,-14
A3A deaminase,-2,0,2,0,-4,3,-3,-1
hIAP block,2,2,-2,-2,-20,-8,14,18
hIAP activ,0.97,0.98,1,1,1.2,1.1,0.86,0.82
ATG4B inh,-4,1,-1,1,4,-2,19,3
mIAP activ,1,1,1,0.96,1,1.1,1,0.91
mIAP block,-2,0,-2,4,-3,-11,-1,9
HKDC1 inh,-2,9,-13,-11,0,-5,5,-4

25	CCOC(=O)CCCNC(=O)CCNC(=O)c1ccc(OC)cc1
26	C=CCNC(=S)/N=c1/scc(C)n1C
27	O=S(=O)(c1ccc2nc(SCc3ccc(Cl)cc3)[nH]c2c1)N1CCOCC1
28	CCN(CC)S(=O)(=O)c1cccc(NC(=O)C(=O)c2c(-c3ccccc3)cc3ccccn23)c1
29	CN1C(=O)C(CC(=O)NC2CCCCC2)SC1=Nc1ccccc1 (stereo not given)
30	O=C(COC(=O)c1ccccc1)NCc1cccs1
31	Cc1ccc(S(=O)(=O)ON=C2CCN(S(=O)(=O)c3ccccc3)CC2)cc1
32	CC(=O)N1CCN(S(=O)(=O)c2ccc3c(c2)CC(=O)N3)CC1

assay / entry,25,26,27,28,29,30,31,32
PfG6PD inh,1,-1,7,10,-14,-7,-3,-6
A3A deaminase,0,-4,-1,2,-2,-4,-2,5
hIAP block,-6,18,-2,1,-22,12,4,1
hIAP activ,1.1,0.82,1,0.99,1.2,0.88,0.95,0.99
ATG4B inh,6,-8,-19,11,-11,-1,-10,-42
mIAP activ,1.1,0.93,0.93,0.78,1,0.98,1,1
mIAP block,-12,7,7,22,-4,2,-3,-2
HKDC1 inh,11,6,-1,-4,-11,-8,-3,2

33	Cc1cccc(C)c1NC(=S)N(CCN1CCCCCC1)Cc1ccco1
34	COc1cccc(NC(=O)N2CCCC2C(=O)NC2CCCCC2)c1 (stereo not given)
35	COc1ccc(C#Cc2c(C=O)n(C)c3ccccc23)cc1
36	COc1cc(NC(=S)Nc2ccccn2)cc(OC)c1
37	COc1ccc(NC(=O)Oc2ccccc2)cc1Cl
38	O=C(Nc1ccccc1Cc1ccccc1)c1ccccc1NS(=O)(=O)c1ccc(Cl)s1
39	O=C(CSc1nc2c(c(=O)n1-c1ccc(Br)cc1)SCC2)NCc1ccco1
40	COc1ccc(-n2c(=S)[nH]c3cc(C(=O)NCCCN4CCCC4=O)ccc3c2=O)c(OC)c1

assay / entry,33,34,35,36,37,38,39,40
PfG6PD inh,-9,13,19,3,5,-32,9,3
A3A deaminase,-1,-4,1,2,0,0,-2,-3
hIAP block,2,0,15,-20,4,7,1,4
hIAP activ,0.98,1,0.85,1.2,0.96,0.93,0.99,0.95
ATG4B inh,-3,-1,2,-11,-4,82*,14,1
mIAP activ,1,0.99,0.98,0.93,1.2,0.77,1,0.99
mIAP block,0,1,2,7,-16,23,-4,1
HKDC1 inh,0,-1,-3,1,-5,10,-8,-1

41	Cc1cc(C)nc(/N=C(\N)Nc2cccc(OCc3ccccc3)c2)n1
42	N/C(=N\OC(=O)c1ccc2c(c1)OCO2)c1ccc(Cl)cc1
43	O=c1c2c(n3cnnc3n1C1CCCCC1)-c1ccccc1CC21CCCCC1
44	O=C(CN1CCN(Cc2ccc(Cl)cc2)CC1)N/N=C/c1ccncc1
45	CCS(=O)(=O)N1CCN(c2cc3c(cc2[N+](=O)[O-])n(C)c(=O)n3C)CC1
46	Cc1ccc(C(=O)NC(C)c2ccccc2)cc1Br (stereo not given)
47	O=C(Nc1ccccc1F)c1ccc(C(=O)c2ccccc2)cc1
48	CCN(c1ccc(OC)cc1)S(=O)(=O)c1nnc(NC(=O)c2ccco2)s1

assay / entry,41,42,43,44,45,46,47,48
PfG6PD inh,7,19,5,-9,6,-8,18,-13
A3A deaminase,7,2,-4,-3,-2,1,-4,4
hIAP block,-96,8,1,7,-12,4,5,32
hIAP activ,2,0.92,0.99,0.93,1.1,0.96,0.95,0.68
ATG4B inh,4,-17,-10,1,-6,2,7,4
mIAP activ,1.7,0.93,0.88,0.74,0.98,1.1,0.91,0.91
mIAP block,-73,7,12,26,2,-9,9,9
HKDC1 inh,2,-7,-7,-10,-7,-4,-3,4

49	COc1cc(CNn2nnnc2N)cc(Br)c1OCC(=O)NC(C)(C)C
50	CCOc1ccc(S(=O)(=O)N2CCC(C(=O)OCc3ccc(OC)cc3)CC2)cc1
51	O=C(Cc1ccccc1)NNC(=O)C1CCN(c2ncccn2)CC1
52	CN1CCN(S(=O)(=O)c2cccc(C(=O)Oc3ccc(C(C)(C)C)cc3)c2)CC1
53	COc1ccc(N2CCN(C(C)C(=O)N3CCc4ccccc43)CC2)cc1 (stereo not given)
54	CCCN(CCC)CCNC(=O)C1(O)c2ccccc2NC(=O)N1c1cccc(OC)c1 (stereo not given)
55	COc1ccc(Oc2nnc(-c3ccccc3)cc2C#N)cc1
56	Cc1ccc(S(=O)(=O)c2c(N)n(CC3CCOC3)c3nc4ccccc4nc23)cc1 (stereo not given)
57	CC(C)(C)c1nc2scc(-c3ccc(Cl)cc3)c2c(=O)o1
58	COc1ccccc1CNC(=O)COn1nnc2ccc(S(=O)(=O)N3CCOCC3)cc21
59	Cc1ccc(C)c(S(=O)(=O)N2CCN(C(=O)CNC(=O)c3ccc4ccccc4c3)CC2)c1

assay / entry,49,50,51,52,53,54,55,56,57,58,59
PfG6PD inh,1,-6,-5,18,-8,-1,-8,-10,-1,-5,-5
A3A deaminase,-1,3,1,5,2,-1,-1,3,-1,3,0
hIAP block,6,-2,-10,4,-17,-7,11,-41,-15,6,5
hIAP activ,0.94,1,1.1,0.96,1.2,1.1,0.89,1.4,1.1,0.94,0.95
ATG4B inh,-6,-1,3,0,-1,-2,2,-1,-7,-4,-20
mIAP activ,0.99,1,0.94,0.96,1.1,0.99,0.97,0.85,0.95,1,1.1
mIAP block,1,-4,6,4,-13,1,3,15,4,-4,-6
HKDC1 inh,2,3,-4,-1,-1,-5,-2,8,-3,-2,1
